Tat export inh – inhibitors of E. coli Tat protein transport. E. coli MC4100 TorA-mCherry Tat export, fluorescence. inhibition, % at 10 µM. actives 0.036% (n = 340,000). AID 488895;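 active = mean replicate inhibition at least 50% and at least half of replicates individually reaching 50%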;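 note: exported cargo escapes ClpAP degradation while cytoplasmic cargo is degraded and loses fluorescence; 0% = median of neutral control wells and 100% = median of NaSCN control wells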
Wnt bcat act – Wnt/beta-catenin pathway activation; actives 1.2% (n = 300,000); activation, % at 9.35 µM; Wnt/beta-catenin reporter cell assay, activator, plate reader; in the data active = activation above about 30%, passing the limit was not always enough;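 note: 0% = neutral control wells and 100% = positive control wells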
PfHsp90 set2 – reduces growth (ATP signal) of yeast expressing P. falciparum Hsp90; S. cerevisiae expressing PfHsp90, BacTiter-Glo ATP, 48 h; yeast lacking PDR1 and PDR3 efflux regulators; inhibition, % at 9.4 µM; actives 0.32% (n = 310,000);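 active = every replicate shows inhibition above about 80%, whatever the replicate mean, limit read from the data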;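 note: 0% = DMSO neutral controls and 100% = 20 µM radicicol positive controls; yeast relying on Plasmodium falciparum Hsp90 in place of its own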
AddAB inh – less growth of phage-infected E. coli with AddAB; actives 0.29% (n = 330,000); inhibition, % at 11.9 µM; E. coli expressing H. pylori AddAB, absorbance growth; AID 435030; in the data active = inhibition above about 12%;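 note: 0% = vehicle wells of infected cells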
DAGLB inhibitor – diacylglycerol lipase beta (human) inhibition. inhibition, % at 5.17 µM. actives 0.059% (n = 340,000). HEK293T DAGLB membrane lysate, EnzChek fluorogenic substrate; in the data active = inhibition above about 34%;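 note: 0% = enzyme with vehicle and 100% = wells lacking enzyme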
Target sequence (Q8NCG7 whole entry, looked up): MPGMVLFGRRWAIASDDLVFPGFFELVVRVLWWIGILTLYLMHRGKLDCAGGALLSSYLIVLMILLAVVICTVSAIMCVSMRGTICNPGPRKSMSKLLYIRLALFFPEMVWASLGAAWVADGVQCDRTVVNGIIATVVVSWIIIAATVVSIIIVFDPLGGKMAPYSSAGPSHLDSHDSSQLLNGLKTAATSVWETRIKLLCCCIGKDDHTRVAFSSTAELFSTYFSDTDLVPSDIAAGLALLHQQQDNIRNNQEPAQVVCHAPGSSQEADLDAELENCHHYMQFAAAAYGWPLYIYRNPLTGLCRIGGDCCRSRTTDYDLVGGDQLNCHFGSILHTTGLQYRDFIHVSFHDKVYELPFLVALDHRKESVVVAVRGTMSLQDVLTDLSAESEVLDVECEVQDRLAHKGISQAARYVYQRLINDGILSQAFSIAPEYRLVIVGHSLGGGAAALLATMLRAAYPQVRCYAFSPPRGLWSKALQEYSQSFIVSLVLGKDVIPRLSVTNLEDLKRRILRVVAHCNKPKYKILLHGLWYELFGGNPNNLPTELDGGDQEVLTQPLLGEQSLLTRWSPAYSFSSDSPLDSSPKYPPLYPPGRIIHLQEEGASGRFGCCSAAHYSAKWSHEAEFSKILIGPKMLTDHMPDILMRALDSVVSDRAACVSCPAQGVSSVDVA
PvdQ inh – P. aeruginosa PvdQ acylase inhibition; purified PvdQ acylase, fluorescence plate reader; inhibition, % at 10 µM; actives 0.063% (n = 340,000); in the data active = inhibition above about 30%, passing the limit was not always enough;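 note: 0% = vehicle neutral wells and 100% = reference inhibitor wells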
phage Ecoli inh – E. coli growth loss with phage present; inhibition, % at 11.9 µM; growth absorbance; AID 651602; actives 0.26% (n = 360,000); in the data active = inhibition above about 11%
Rtt109 HAT inh – inhibitors of Candida albicans Rtt109/Vps75 histone acetyltransferase; purified Rtt109/Vps75, ThioGlo CoA-SH fluorescence, 4 h; inhibition, % at 34.9 µM; actives 0.16% (n = 330,000); AID 540336;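 active = inhibition of at least 50% in every replicate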
CAL PDZ FP – human CAL PDZ-peptide interaction inhibition; purified CAL PDZ, TMR-peptide fluorescence polarization, 1 h; inhibition, % at 20 µM; Q9HD26; actives 0.02% (n = 330,000);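 active = highest replicate inhibition of at least 40%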;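 note: plate controls were DMSO neutral control wells for no effect and unlabeled competitor peptide control wells for full effect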
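material = purified tagged CAL PDZ domain construct (CerCALP) | buffer or medium = sodium phosphate/NaCl buffer pH 7.4 with TCEP, IgG, Thesit | reagent = TMR-labelled reporter peptide T*-PRC34 bound in PDZ groove | incubation = 1 h room-temperature incubation prior to read | measured by = fluorescence polarization (mP) | evaluation = percent inhibition from loss of millipolarization | control set = unlabelled peptide and DMSO controls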
Ecoli viability – bacterial growth inhibition, counter-screen for AddAB inhibitors. E. coli V3065 growth, OD600 absorbance, 18 h. inhibition, % at 11.9 µM. actives 0.27% (n = 330,000). AID 449728;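 active = inhibition above the campaign's mean inhibition across all tested compounds plus 3 SD, cut at about 9.9% in these data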;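 note: uninfected addAB+ strain grown without phage in ampicillin broth; 0% = DMSO wells and 100% = ciprofloxacin 0.95 µg/ml wells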
* hit, by the source's call; / = no result given.

Order of values: Tat export inh	Wnt bcat act	PfHsp90 set2	AddAB inh	DAGLB inhibitor	PvdQ inh	phage Ecoli inh	Rtt109 HAT inh	CAL PDZ FP	Ecoli viability
- CCN(C(=O)C1CSC2(C)CCC(=O)N12)c1nc2c(C)cccc2s1 (stereo unspecified)
→ -5	-4	1	0.3	-6	0	-0.5	11	0.0	0.1
- CCc1nc(SCc2ccc(OC)c(Br)c2)n[nH]1
→ -3	-1	9	-1.0	-4	-3	0.8	/	-1.9	-0.6
- CSc1ncccc1C(=O)NCCc1ccccc1F
→ 0	3	12	1.8	-2	3	1.7	4	/	-2.8
- CC(=O)Nc1ccc(NC(=O)c2ccc(C3SCC(=O)N3CCc3ccccc3)cc2)cc1 (stereo unspecified)
→ -1	-10	19	1.3	0	-2	2.9	4	-2.1	-2.1
- COCCNC(=O)C(c1ccc(C)cc1)N(Cc1ccccc1)C(=O)CCC(=O)Nc1ccccn1 (stereo unspecified)
→ -5	-2	-8	0.7	-1	6	1.4	3	-2.3	-1.9
- Cc1cccc(C(=O)NC2CCN(C(=S)NCc3ccco3)CC2)c1
→ -6	-3	3	2.5	0	3	0.9	/	-1.5	0.7
- Cc1cc(C)c(-c2c(O)c3cnn(-c4ccccc4)c3[nH]c2=O)c(C)c1
→ -7	1	-13	0.9	0	-19	2.9	-9	-0.4	-0.1
- O=C(Nc1cccc2cccnc12)c1ccc2c(c1)OCCO2
→ -4	4	1	4.6	-9	5	1.9	1	-2.4	-0.3
- CC(C)Cn1c(CN2CCN(c3ccccc3F)CC2)nc2c1c(=O)[nH]c(=O)n2C
→ 5	-4	-9	-0.6	0	-12	-0.1	3	-0.4	0.5
- Cc1cccc(NC2=NCC(=O)N2Cc2ccccc2)c1
→ 11	10	-8	-1.7	2	-3	-1.1	-1	1.5	-4.8
- CCn1ccc(C(=O)N2CCOCC2)n1
→ 6	/	1	-0.9	5	-19	4.2	-1	1.2	0.9
- O=C(NCc1ccccc1Cl)c1cnccn1
→ 6	-1	/	-0.5	1	10	3.4	-4	-0.6	0.0
- C/C(=N\NC(=S)NCc1ccccc1)c1ccc(Cl)cc1
→ 2	/	18	3.0	-6	22	-2.3	11	-0.1	0.3
- CCN(Cc1cnn(C)c1)C(=O)CC1C(=O)NCCN1Cc1cccc(OC)c1OC (stereo unspecified)
→ 3	1	7	2.4	1	3	2.2	-4	-1.9	-2.4
- CCOc1cc(/C=N/O)cc(Br)c1OCC(=O)NCc1ccccc1
→ 5	0	6	-0.4	-3	11	3.2	4	-2.5	0.9

Grouped by structure: the entries above containing a Cl atom (2)
Order of values: Tat export inh	Wnt bcat act	PfHsp90 set2	AddAB inh	DAGLB inhibitor	PvdQ inh	phage Ecoli inh	Rtt109 HAT inh	CAL PDZ FP	Ecoli viability
- O=C(NCc1ccccc1Cl)c1cnccn1
→ 6	-1	/	-0.5	1	10	3.4	-4	-0.6	0.0
- C/C(=N\NC(=S)NCc1ccccc1)c1ccc(Cl)cc1
→ 2	/	18	3.0	-6	22	-2.3	11	-0.1	0.3

Back to the main list; the 4 compounds before the break are reprinted first.
Order of values: Tat export inh	Wnt bcat act	PfHsp90 set2	AddAB inh	DAGLB inhibitor	PvdQ inh	phage Ecoli inh	Rtt109 HAT inh	CAL PDZ FP	Ecoli viability
- O=C(NCc1ccccc1Cl)c1cnccn1
→ 6	-1	/	-0.5	1	10	3.4	-4	-0.6	0.0
- C/C(=N\NC(=S)NCc1ccccc1)c1ccc(Cl)cc1
→ 2	/	18	3.0	-6	22	-2.3	11	-0.1	0.3
- CCN(Cc1cnn(C)c1)C(=O)CC1C(=O)NCCN1Cc1cccc(OC)c1OC (stereo unspecified)
→ 3	1	7	2.4	1	3	2.2	-4	-1.9	-2.4
- CCOc1cc(/C=N/O)cc(Br)c1OCC(=O)NCc1ccccc1
→ 5	0	6	-0.4	-3	11	3.2	4	-2.5	0.9
- Nc1cc(Cl)ccc1C(=O)OCC(=O)N1CCCC1
→ -6	-1	11	1.6	1	-13	5.0	3	-2.1	-1.3
- c1ccc(C2[C@H]3CN(CC4CCCCC4)[C@H](c4ccccc4)C34CC2(c2cccnc2)C4)cc1 (stereo partly specified)
→ -7	-13	-3	2.6	-2	-13	4.6	-1	0.3	1.9
- CCN(CC)c1ccc(/C=N/NC(=O)c2c(Cl)c(C)nn2C)cc1
→ 13	0	-8	1.9	2	-9	4.5	0	-1.2	1.1
- CC1(C)CC(=O)C2=C(C1)OC1=C(C(=O)CC(C)(C)C1)C2c1ccc(O)c([N+](=O)[O-])c1
→ 7	-4	-4	-0.3	2	-9	7.2	/	-1.8	-2.0
- CCOc1ccc(C(=O)NCC(=O)N2CCN(c3ccccc3O)CC2)cc1
→ -9	-2	4	1.2	1	-18	1.4	-6	-2.0	-2.1
- Cc1cc(Cl)ccc1OCCCC(=O)NCc1ccccn1
→ 0	0	21	3.3	-5	-10	3.3	-1	-2.6	1.3
- O=C(O)CCC(=O)Nc1ccc(Br)cc1C(=O)c1ccc(Cl)cc1
→ -10	1	11	3.3	-1	0	-0.9	3	-0.8	2.7
- CCOc1ccc(/C=C/C(=O)OC(C)C(=O)NC2CCCCC2C)cc1OC (stereo unspecified)
→ 14	0	-1	3.1	0	-17	1.4	-1	-1.3	-1.6
- CCN(CC(=O)NC1CC1)S(=O)(=O)c1ccccc1
→ 2	1	8	-0.6	-2	-4	1.6	-12	-2.4	-1.5
- CSc1ncccc1C(=O)OCC(=O)NC1CCCC1
→ 0	-7	12	-0.1	0	-8	-1.2	-3	0.1	-0.3
- NC(=O)c1ccc(NC(=O)COC(=O)c2ccc3c(c2)OCCO3)cc1
→ 2	3	-3	3.0	3	-19	4.4	-3	-2.3	-1.7

Screens as filed in PubChem BioAssay.
